From PubChem BioAssay
PGC1a acetyl inh: lowers PGC1a acetylation signal in U2OS cells | inhibition, % at 15.6 µM | AlphaScreen anti-acetyl-lysine; with virally co-expressed GCN5 acetyltransferase | actives 0.17% (n = 350,000) | AID 651687;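 active means every replicate shows inhibition of at least 40%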;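 further: 0% = neutral control wells and 100% = positive control wells; some results beyond the cut were filed as inactive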
LGR2 inh: Drosophila LGR2 receptor signaling inhibition; actives 0.35% (n = 380,000); AID 720647; HEK293 LGR2, CRE-luciferase, bursicon-stimulated, 4 h; inhibition, % at 9.99 µM;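 active means drop in luminescence signal, shown as inhibition above about 50% in the replicate tests, limit read from the data, passing the limit was not always enough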;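 further: agonist challenge used bursicon conditioned medium at about half maximal strength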
EWS-Fli inh: inhibitors of EWS/Fli oncoprotein transcriptional activity | A673 NR0B1-luciferase reporter, viability-normalised | actives 0.67% (n = 350,000) | inhibition, % at 12.6 µM | AID 651661;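 active means mean inhibition of at least 50% after viability correction, with every replicate also passing that limit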;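 further: firefly luciferase signal divided by Alamar Blue viability fluorescence both relative to DMSO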
FN deposit inh: fibronectin deposition inhibition. AH1F fibroblasts, Alexa488-fibronectin deposition fluorescence, overnight. inhibition, % at 12.6 µM. actives 0.086% (n = 350,000);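 active means mean inhibition across replicates of 30% or more, regardless of how many single replicates reach that level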;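 further: positive control wells lacked labelled fibronectin entirely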
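Assay system: AH1F fibroblast monolayer, labelled fibronectin deposition. Amount: 10000 cells per well. Also added: labelled fibronectin 24 nM. Compound: single-point pinned compound. Incubation: cell attachment 1 h, compound and FN exposure overnight. Detection: fluorescence after three HBSS washes, excitation 485 nm, emission 525 nm. Read-out: inhibition of fibronectin deposition signal.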
PAX8 reporter: lowers PAX8-driven luciferase in RMG-I cells. RMG-I TPO-luciferase reporter, SteadyGlo, 24 h. inhibition, % at 12.6 µM. actives 1.2% (n = 360,000). AID 652154;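 active means mean replicate inhibition at least 60% with every replicate also reaching 60%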;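 further: luciferase light reporting Pax8 driven TPO promoter activity; plate controls were median of neutral control wells for no effect and mitoxantrone controls for full effect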
Cneo AK release: Cryptococcus neoformans lysis via adenylate kinase release | lysis activity, % at 15 µM | actives 0.2% (n = 360,000) | C. neoformans lysis, adenylate kinase release luminescence, 4 h; normalised: neutral wells 0, clomiphene wells 100 | AID 651654;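 active means mean lysis activity across replicates of at least 80%, whatever share of replicates individually reach that level; inactive means mean lysis activity below 80%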
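Material: C. neoformans cells; Schedule: 4 h static compound exposure, 37 °C, read 1 h post-reagent; Measured by: adenylate kinase release luminescence; Read-out: signal increase indicating cell lysis; Controls: Clomiphene as positive lysis control.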
CASP6 VEID inh: blocks human caspase-6 cleavage activity; purified caspase-6, Z-VEID-R110 cleavage fluorescence; inhibition, % at 12.5 µM; actives 0.53% (n = 350,000);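 active means mean inhibition across replicates at least about 35%, with every replicate also reaching that limit, limit read from the data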;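 further: 0% = median of neutral control wells and 100% = no fluorescence left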
Target sequence (P55212 24-179 limits assumed): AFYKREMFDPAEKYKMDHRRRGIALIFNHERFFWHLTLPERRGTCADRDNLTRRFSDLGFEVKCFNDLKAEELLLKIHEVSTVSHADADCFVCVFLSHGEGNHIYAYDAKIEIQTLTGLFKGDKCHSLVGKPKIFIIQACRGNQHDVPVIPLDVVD
Target sequence (P55212 194-293 limits assumed): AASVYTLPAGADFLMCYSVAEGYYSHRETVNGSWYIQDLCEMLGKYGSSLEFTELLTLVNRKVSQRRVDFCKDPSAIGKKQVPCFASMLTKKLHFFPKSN
miR-122 sensor: inhibitors of miR-122 in Huh7 cells. actives 0.3% (n = 340,000). Huh7 miR-122 Renilla luciferase sensor, 48 h; neutral wells = 0, positive control = 100. AID 602342. activation (reporter increase), % at 12.5 µM;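 active means mean replicate activation score at least 90 and every replicate individually at or above 90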;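 further: higher luciferase means less miR-122 activity so hits act as miR-122 inhibitors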
* = called active by the depositor; / = no result given; [ ] = dose if it differs, or a comment. An unsorted share of the library; overall some 2.5% were active at least once.

canonical_smiles	PGC1a acetyl inh	LGR2 inh	EWS-Fli inh	FN deposit inh	PAX8 reporter	Cneo AK release	CASP6 VEID inh	miR-122 sensor
COc1cccc(CNC(=O)[C@@H]2CCCN2C(=O)[C@@H]2CCCN2S(=O)(=O)c2ccc(OC)c(C)c2)c1	/	-22	-2	6	-2	/	0	/
Cc1ccc(F)cc1NC(=O)C1CCCN(c2ncccn2)C1 (centres undefined)	5	-28	-2	/	/	/	0	-6
COc1ccc(CC(=O)O/N=C(\N)c2ccc(C)cc2)cc1	-28	-83	-74	0	-95	-4	1	/
Cc1ccc(N(Cc2ccccc2)C(=O)CN2C(=O)NC3(CCCC3)C2=O)cc1	/	-13	-18	-2	-2	11	12	/
Cc1nc2ccc(NC(=O)c3ccc(Cl)s3)cc2s1	-10	-38	-112	-9	-103	-2	-1	4
CCc1cccc(C)c1NC(=O)CCCn1c(=O)c2cccn2c2cccnc21	0	-7	-6	-1	13	1	0	-5
CCC(=O)NC(Nc1ncc(C)s1)(C(=O)OC)C(F)(F)F (centres undefined)	7	/	/	1	4	-4	/	-1
Cc1cnc(NC(=O)c2ccc(OCC3CCCO3)cc2)s1 (centres undefined)	1	87*	64*	/	24	-23	1	-1
Cc1nc(Cc2ccc(OC(C)C)cc2)[nH]c(=O)c1CC(=O)O	/	0	8	0	28	/	-4	/
Cc1ccc(S(=O)(=O)NCCSc2ccccc2)cc1[N+](=O)[O-]	-5	-17	/	11	-10	4	/	-7
COc1ccccc1/C=C/CN1CCC(n2nccc2NC(=O)CCc2ccccc2)CC1	/	6	/	1	19	0	-5	-11
CCC(C)CN1C(=O)CN(S(C)(=O)=O)CC1(C)C(=O)Nc1ccc2c(c1)OCCO2 (centres undefined)	/	-15	-5	-4	-5	/	40*	/
Fc1ccc(C2CC(c3cccs3)=NN2c2ccccc2)cc1 (centres undefined)	/	-4	10	1	49	/	2	/
Cc1ccc(-c2c(C#N)c(N)n(-c3ccc(Cl)cc3)c(=O)c2C#N)cc1	/	-8	-5	0	7	-1	-1	-1
CCOC(=O)C(C)(C)Sc1nc2c(cnn2-c2ccc(Cl)cc2)c(=O)[nH]1	9	12	14	8	13	3	-2	2

(further entries)
canonical_smiles	PGC1a acetyl inh	LGR2 inh	EWS-Fli inh	FN deposit inh	PAX8 reporter	Cneo AK release	CASP6 VEID inh	miR-122 sensor
COCCN(C(=O)CCc1ccccc1OC)c1nnc(-c2cccnc2)s1	0	-2	9	-7	-18	/	1	-11
O=C(NCCCn1ccnc1)/C(=C/c1ccc(Cl)cc1)NC(=O)c1ccccc1	0	-42	-12	1	-11	/	-26	13
O=C(NCC1CCCCC1)NCC1CCCCC1	2	-66	-88	/	/	-6	-5	3
CCC(C)(C)NC(=O)CN(C(=O)CNS(=O)(=O)c1ccccc1)c1ccc2c(c1)OCCO2	/	4	1	-13	-8	1	0	2
Nc1c(C=C2C=CC(=O)C=C2)c(=O)nc2sc(CC(=O)N3CCOCC3)nn12	/	9	/	0	-7	/	7	/
Cc1ccc(OCC(=O)NNC(=O)CSc2nnc(-c3ccc(C)cc3)n2C)cc1	15	21	/	12	4	0	/	-4
C[C@@H]1CN([C@H](C)CO)C(=O)c2cccc(NC(=O)CCCCCC(=O)Nc3ccccc3N)c2O[C@H]1CN(C)C(=O)Nc1ccccc1	-6	-22	31	/	12	/	-1	/
NNC(=O)Cn1c(-c2ccccc2)cc2ccccc21	/	-8	18	8	15	2	0	/
Cc1ccccc1Nc1scc(-c2ccc(Cl)cc2)[n+]1-c1ccccc1C	-11	-13	-8	-4	-22	/	-1	6
COc1ccc(-c2nc3cc(C)ccn3c2NCC2CCCO2)cc1OC (centres undefined)	-10	/	/	7	-10	-2	/	-5
CCOc1cccc2sc(N(CCCN(C)C)C(=O)c3ccc(S(=O)(=O)N(CC)Cc4ccccc4)cc3)nc12	-13	14	14	19	-1	13	-8	-9
COc1ccc(-n2nnnc2/C=C\Nc2ccccc2C(=O)c2ccccc2)cc1	8	/	/	10	/	1	/	12
COC(=O)C1=C[C@@H](C(=O)OC)[C@@H]2C3=C(C(=O)[C@]2(CC(C)C)NC(=O)c2ccccc2)[C@H](C)n2c(=O)n(-c4ccccc4)c(=O)n2[C@@H]3C1	/	/	2	-2	-1	-2	4	/
OC(c1ccc(-c2ccccc2)cc1)c1ncc(-c2ccc(C(F)(F)F)cc2)[nH]1 (centres undefined)	/	16	7	-14	-2	0	1	/
CN(C)C(=O)Cn1c(SCC(=O)NC2CCCCC2)nc2ccccc21	2	10	/	/	/	0	1	/

(more compounds)
canonical_smiles	PGC1a acetyl inh	LGR2 inh	EWS-Fli inh	FN deposit inh	PAX8 reporter	Cneo AK release	CASP6 VEID inh	miR-122 sensor
COc1ccc(S(=O)(=O)N(C)C[C@@H]2Oc3c(NC(=O)C4CCOCC4)cccc3C(=O)N([C@@H](C)CO)C[C@H]2C)cc1	3	3	2	-3	/	0	0	-3[16.7 µM]
COc1ccc(C(=O)Nc2ccccc2NC(=O)c2ccco2)c(OC)c1	-3	2	13	6	-2	-1	/	8
C[C@@H]1CCCCO[C@H](CN(C)S(=O)(=O)c2cn(C)cn2)[C@@H](C)CN([C@@H](C)CO)C(=O)c2cc(N(C)C)ccc2O1	0	6	-4	2	-13	0	1	-4[16.7 µM]
CCOc1nc(-c2ccccc2)ccc1-c1noc(-c2ccc(OC)c(OC)c2)n1	0	21	8	4	-8	12	-3	0
Cc1ccc(S(=O)(=O)N(C)C[C@H]2Oc3ccc(NC(=O)CCC(F)(F)F)cc3CC(=O)N([C@@H](C)CO)C[C@@H]2C)cc1	-2	-22	4	/	-17	40	0	1[16.7 µM]
Cc1cccc(-n2c(SCC(=O)O)nc3sc4c(c3c2=O)CCCC4)c1	/	-8	2	-4	0	1	5	/
Cc1cc(S(=O)(=O)N2CCOCC2)ccc1OCC(=O)N1CCOCC1	/	15	-2	0	-1	0	-1	-3
Cc1ccc(S(=O)(=O)N(C)C[C@@H]2Oc3ccc(NC(=O)CCN4CCOCC4)cc3CC(=O)N([C@@H](C)CO)C[C@H]2C)cc1	-16	-21	-8	/	4	45	1	-1[16.7 µM]
O=C1N(CCCl)c2ccc(Br)cc2C12OCCO2	6	14	9	-8	3	-2	0	-9
Nc1nc2ccccc2n1CCOc1ccc(Br)cc1	3	13	12	5	-8	3	-3	-4
COc1cccc(NC(=S)N2CCC(NC(=O)c3ccco3)CC2)c1	-3	-9	0	1	0	4	1	-1
Cc1cc(NC(=O)c2cn(C3CCCCC3)c(=O)c3c2c2ccccc2n3C)no1	-11	6	21	7	38	1	0	2
COc1ccccc1NC(=O)Nc1ccc2c(c1)OC[C@@H](C)N(Cc1ccccc1Cl)C[C@@H](C)[C@H](OC)CN(C)C2=O	-2	14	6	/	48	1	1	/
CC(=O)N1c2c(cc(Br)cc2S(=O)(=O)NCC2COc3ccccc3O2)CC1C (centres undefined)	-25	/	/	7	19	1	/	120*
CCOC(=O)C1=C(COC(=O)Cc2ccc(Cl)cc2)NC(=O)NC1C (centres undefined)	4	3	-6	5	0	3	1	5

The list goes on; the last 2 above are carried over.
canonical_smiles	PGC1a acetyl inh	LGR2 inh	EWS-Fli inh	FN deposit inh	PAX8 reporter	Cneo AK release	CASP6 VEID inh	miR-122 sensor
CC(=O)N1c2c(cc(Br)cc2S(=O)(=O)NCC2COc3ccccc3O2)CC1C (centres undefined)	-25	/	/	7	19	1	/	120*
CCOC(=O)C1=C(COC(=O)Cc2ccc(Cl)cc2)NC(=O)NC1C (centres undefined)	4	3	-6	5	0	3	1	5
COC(=O)[C@H](CCSC)NC(=O)NCc1ccccc1F	1	-5	/	6	/	2	/	-6
CCOC(=O)C(NC(=O)N1CCCCC1)(c1ccccc1)C(F)(F)F (centres undefined)	-2	/	/	10	/	0	/	1
CCc1ccc(NC(=O)C(C)OC(=O)CCC(=O)c2cccs2)cc1 (centres undefined)	6	10	/	6	3	-1	/	3
Cc1ccc(C)c(NC(=S)N/N=C2\CCc3ccccc32)c1	1	-4	-3	-1	20	3	1	0
Cc1ccnc(NS(=O)(=O)c2ccc(NC(=O)C34CC5CC(CC(C5)C3)C4)cc2)n1	12	/	/	-8	-10	3	/	-5
COc1ccc(-c2ccc([C@H]3[C@H]4CN(C(=O)NC(C)C)CCCCN4[C@H]3CO)cc2)cc1	-8	10	-6	/	13	1	/	4[16.7 µM]
Cn1c(=NC(=O)CS(=O)(=O)c2ccccc2)sc2cc(F)ccc21	-19	-28	-49	-3	-81	1	0	-3
C(=NOCCc1ccccc1)c1ccccn1	10	-58	-130	10	-220	1	0	/
C[C@@H]1CN([C@@H](C)CO)C(=O)c2cccc(NC(=O)c3nc4ccccc4s3)c2O[C@@H]1CN(C)S(=O)(=O)c1cn(C)cn1	-10	-4	-3	-6	/	-3	-1	-3[16.7 µM]
O=C(c1ccc(Br)cc1)N1CCCc2ccccc21	2	5	1	0	-9	-1	0	26
CCN(C)C1CN(Cc2cn(Cc3cccc(C(F)(F)F)c3)nn2)S(=O)(=O)C1 (centres undefined)	/	2	-3	1	-15	/	-2	/
COc1ccc2c3c(n(C)c2c1)[C@H](CO)N(S(C)(=O)=O)CC31CN(C(=O)c2ccccn2)C1	5	12	-2	/	7	/	1	/
C[C@@H]1CN([C@@H](C)CO)C(=O)Cc2cc(NC(=O)Nc3ccccc3)ccc2O[C@@H]1CN(C)Cc1ccccc1	0	-11	0	/	19	8	-1	-6[16.7 µM]
CCCC#Cc1cnc2c(c1)C(=O)N([C@@H](C)CO)C[C@@H](C)[C@H](CN(C)C(=O)Nc1ccccc1OC)O2	-15	-3	9	-7	/	2	0	9[16.7 µM]
O=C1C(=O)N(CCO)C(c2ccc(Br)cc2)/C1=C(\O)c1ccccc1 (centres undefined)	5	-6	25	-5	-10	-3	-2	-4

(continued)
canonical_smiles	PGC1a acetyl inh	LGR2 inh	EWS-Fli inh	FN deposit inh	PAX8 reporter	Cneo AK release	CASP6 VEID inh	miR-122 sensor
C/C(=N\NC(=O)CCCC(=O)O)c1c(-c2ccccc2)c2cc(Cl)ccc2[nH]c1=O	-1	-2	-3	12	10	/	-1	/
CC(C)CCNC(=O)c1ccc(NC(=O)C2=CSCCO2)cc1	2	-9	-51	4	-84	1	10	-10
O=C(COC(=O)c1cc(S(=O)(=O)N2CCOCC2)ccc1Cl)c1ccc[nH]1	7	-6	3	-3	-1	-1	8	3
CCN(CC)CCN(C)Cc1ccc(Br)cc1	7	-12	/	/	/	-1	/	-3
COc1cccc(S(=O)(=O)N[C@H]2CC[C@@H](CCN)O[C@@H]2CO)c1	-1	-1	-1	4	9	2	5	/
O=C(Nc1nnc(-c2ccc3c(c2)OCCO3)o1)c1ccc(Cc2ccccc2)cc1	-3	7	-6	-6	-20	1	-2	5
Cc1c(-c2ccccc2)c(-c2ccc(OCCN(C)C)cc2)n2ccccc12	7	19	-31	/	7	/	-15	0
CCN=C(Nc1ccc(Cl)cc1)c1cccnc1	5	/	/	-11	/	2	/	24
CCN1CCN(c2ccc(S(=O)(=O)N3CCCCC3)cc2NC(=O)Cc2ccc(OC)cc2)CC1	/	-3	/	/	-2	0	-4	1
O=C(C[C@@H]1C[C@H]2c3cc(NC(=O)c4cccnc4)ccc3O[C@H]2[C@@H](CO)O1)NCC1CC1	9	12	4	0	-6	35	-2	5[16.7 µM]
C[C@@H]1CCCCO[C@H](CN(C)S(=O)(=O)c2ccc(F)cc2)[C@@H](C)CN([C@H](C)CO)C(=O)c2cc(NC(=O)CCCCCC(=O)Nc3ccccc3N)ccc2O1	-8	1	16	-2	-8	-7	-1	-5[16.7 µM]
